HTR5A ag – activates human HTR5A in OPRM1-OPRD1 agonist counter-screen. P47898. HTR5A agonist assay, luminescence, cell-based. activation, % at 9.3 µM. hit rate 0.61% among 340,000; in the data active = activation mostly above about 9.5%, no sharp cut-off; inactive = mostly below about 7.6%;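 also: 0% = cells with vehicle only and 100% = reference agonist; strong numbers were not always called active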
Target sequence (P47898 whole entry, looked up): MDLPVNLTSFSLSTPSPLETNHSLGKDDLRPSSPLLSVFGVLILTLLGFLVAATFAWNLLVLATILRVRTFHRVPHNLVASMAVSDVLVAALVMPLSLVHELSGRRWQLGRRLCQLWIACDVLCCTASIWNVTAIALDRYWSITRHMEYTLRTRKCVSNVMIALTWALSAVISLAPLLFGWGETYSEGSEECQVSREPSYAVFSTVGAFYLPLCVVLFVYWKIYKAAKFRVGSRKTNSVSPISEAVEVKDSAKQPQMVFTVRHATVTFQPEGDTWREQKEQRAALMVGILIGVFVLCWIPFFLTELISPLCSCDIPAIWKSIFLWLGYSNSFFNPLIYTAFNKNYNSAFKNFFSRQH
CDK5 inh – blocks human CDK5/p35 kinase activity; AID 488839; hit rate 0.01% among 330,000; Q00535+Q15078; Recombinant CDK5/p35, ADP-Glo luminescence, 60 min; inhibition, % at 10 µM;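 active = highest replicate inhibition of at least 50% and at least 75% of replicates reaching 50%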;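 also: plate controls were DMSO neutral control for no effect and GW8510 at 10 µM for full effect; many of its hits are not listed in these tables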
Target sequence (Q00535 whole entry, looked up): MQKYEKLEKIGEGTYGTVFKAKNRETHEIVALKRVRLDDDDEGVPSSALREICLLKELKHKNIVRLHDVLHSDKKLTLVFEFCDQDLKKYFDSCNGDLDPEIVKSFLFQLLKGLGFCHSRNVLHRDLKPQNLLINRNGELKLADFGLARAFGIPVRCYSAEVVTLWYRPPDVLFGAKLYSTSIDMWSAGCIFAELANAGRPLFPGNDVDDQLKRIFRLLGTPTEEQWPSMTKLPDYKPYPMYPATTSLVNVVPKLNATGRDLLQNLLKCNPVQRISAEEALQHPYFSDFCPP
Target sequence (Q15078 whole entry, looked up): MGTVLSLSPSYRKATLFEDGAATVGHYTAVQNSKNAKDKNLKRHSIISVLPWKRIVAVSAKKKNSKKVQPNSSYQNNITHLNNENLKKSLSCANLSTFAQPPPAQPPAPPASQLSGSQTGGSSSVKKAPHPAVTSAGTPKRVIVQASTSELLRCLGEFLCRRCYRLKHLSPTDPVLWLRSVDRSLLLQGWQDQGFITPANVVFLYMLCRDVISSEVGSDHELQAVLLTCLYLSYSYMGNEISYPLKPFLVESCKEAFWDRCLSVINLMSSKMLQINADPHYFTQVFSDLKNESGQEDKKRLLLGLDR
phage Ecoli inh – E. coli growth loss with phage present | growth absorbance | inhibition, % at 11.9 µM | hit rate 0.26% among 360,000; in the data active = inhibition above about 11%
AddAB inh – less growth of phage-infected E. coli with AddAB. E. coli expressing H. pylori AddAB, absorbance growth. inhibition, % at 11.9 µM. hit rate 0.29% among 330,000; in the data active = inhibition above about 12%;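 also: 0% = vehicle wells of infected cells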
E coli growth – counter-screen for AddAB inhibitors: E. coli growth inhibition; E. coli V3065 growth, OD600 absorbance, 18 h; inhibition, % at 11.9 µM; hit rate 0.27% among 330,000;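 active = inhibition above the campaign's mean inhibition across all tested compounds plus 3 SD, cut at about 9.9% in these data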;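 also: uninfected addAB+ strain grown without phage in ampicillin broth; 0% = DMSO wells and 100% = ciprofloxacin 0.95 µg/ml wells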
PKA-R1A activ – activates the PKA-R1A holoenzyme complex; P00514+P68181; PKA-R1A dissociation, Cy5-IP20 fluorescence polarization; scaled: DMSO 0%, 113 µM cGMP 100%; activation, % at 11.4 µM; hit rate 0.083% among 340,000; AID 504707;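 active = percent activation above the mean of all tested compounds plus 3 SD, cut at about 19% in these data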;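 also: higher means more PKAc released from R1A so a rise in polarization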
PKA-R2B activ – PKA-R2B complex activation. hit rate 0.079% among 340,000. activation, % at 11.4 µM. PKA-R2B holoenzyme dissociation, Cy5-IP20 fluorescence polarization; R2B truncated from residue 108, S112A mutant; 0% DMSO only, 100% 113 µM cGMP. P22694+P31323;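 active = activation above a cutoff set at the mean over all compounds plus 3 SD, cut at about 18% in these data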;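 also: higher means more holoenzyme dissociation and a rise in polarization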
Mot1-301 SUMO – SUMOylation pathway inhibition by Mot1-301 growth rescue. growth rescue, % at 18.8 µM. hit rate 1% among 320,000. S. cerevisiae Mot1-301 growth rescue, ATP luminescence, 38.5C; percent above DMSO median, 100 means doubled. AID 2716;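 active = every valid replicate shows activation above 250% relative to neutral control wells; inactive = the rest, any valid replicate at or below 250%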;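 also: OY570 slx delta 5 strain wells were the positive control but not used for scaling; some compounds called inactive have numbers as strong as hits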
HTR5A inv ctr – counter-screen for OPRM1-OPRD1 inverse agonists: human HTR5A inverse agonism. P47898. inhibition, % at 9.3 µM. hit rate 0.083% among 340,000. HTR5A cell line, luminescence; in the data active = inhibition mostly above about 23%, no sharp cut-off; inactive = mostly below about 18%;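 also: 0% = cells with DMSO and 100% = no-cell wells with DMSO; some compounds called inactive have numbers as strong as hits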
Tat export inh – blocks Tat-dependent protein export in E. coli; E. coli MC4100 TorA-mCherry Tat export, fluorescence; inhibition, % at 10 µM; hit rate 0.036% among 340,000; AID 488895;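 active = mean replicate inhibition at least 50% and at least half of replicates individually reaching 50%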;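 also: exported cargo escapes ClpAP degradation while cytoplasmic cargo is degraded and loses fluorescence; 0% = median of neutral control wells and 100% = median of NaSCN control wells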
DAGLB inh – diacylglycerol lipase beta (human) inhibition; Q8NCG7; inhibition, % at 5.17 µM; hit rate 0.059% among 340,000; AID 504411; HEK293T DAGLB membrane lysate, EnzChek fluorogenic substrate; in the data active = inhibition above about 34%;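 also: 0% = enzyme with vehicle and 100% = wells lacking enzyme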
Active calls of the source: *; i = inactive; nt = no result given.

Structure	HTR5A ag	CDK5 inh	phage Ecoli inh	AddAB inh	E coli growth	PKA-R1A activ	PKA-R2B activ	Mot1-301 SUMO	HTR5A inv ctr	Tat export inh	DAGLB inh
O=C(Nc1cccc(F)c1)/C(=C\c1ccco1)NC(=O)c1cccs1	4.7	-2.2	0.1	2.2	0.6	5.3	-1.2	-5.9	-12.4	-3.1	-0.1
Cc1ccc(C)c(NC(=O)CCC(=O)N/N=C/c2cccnc2)c1	-1.7	2.4	0.3	nt	nt	-7.8	10.2	-3.7	4.4	1.8	1.2
O=C1NCC(Nc2ccccc2)C(=O)N1 (stereo unspecified)	-0.3	0.6	2.4	nt	nt	-4.9	-7.5	nt	1.2	6.0	0.1
O=C(NCc1ccccc1)C(=O)Nc1nc(-c2ccccc2)cs1	5.0	-1.5	0.8	-2.1	-3.6	1.4	6.9	75.4	-13.6	3.7	-7.1
Cc1ccc(NS(=O)(=O)c2c(C)ccc3nsnc23)c([N+](=O)[O-])c1	6.8	1.0	-0.7	3.3	-2.4	-11.8	6.2	19.1	-19.0	-3.4	4.0
CC(=O)NC12CC3CC(C1)CC(C(=O)Nc1ccc(C)c(S(=O)(=O)N4CCCCCC4)c1)(C3)C2	3.7	1.8	2.0	nt	nt	-11.8	-7.3	nt	-18.2	1.3	-3.1
CN(C)c1ccc(C=Nc2cnn(C)c2C(N)=O)cc1	1.6	0.6	1.9	1.2	-1.0	-5.7	-4.0	-2.8	10.1	5.3	0.0
CCOC(=O)c1[nH]c(C)c(C(=O)N2CCc3ccccc32)c1C	11.3	0.2	1.8	1.9	1.1	-4.5	-2.8	nt	-31.1	-7.8	5.2
C(=N\c1nc2ccccc2n1CCN1CCCCC1)/c1cccs1	nt	3.5	4.1	0.9	3.4	0.5	4.3	344.3	nt	-7.0	1.0
O=c1cc(C(F)F)oc2c1ccc1ccccc12	-0.8	6.5	3.1	4.1	0.6	-16.0	-2.3	-14.9	1.7	3.5	-2.5
CCN(CC)S(=O)(=O)c1ccc(Oc2ccccc2)cc1	-4.8	-1.6	0.2	2.9	0.8	-5.7	1.5	nt	15.6	-1.0	-3.7
O=C(Nc1cc(S(=O)(=O)N2CCOCC2)ccc1N1CCCCC1)c1ccccc1	5.2	0.1	1.8	0.3	0.0	-0.3	7.0	12.9	-12.9	3.7	-5.7
COc1ccc(OC)c(C2C(C(=O)c3ccccc3)=C(C)Nc3nc4ccccc4n32)c1 (stereo unspecified)	5.9	-0.2	1.3	-0.6	0.0	4.7	-10.2	-2.4	-17.3	1.5	-2.5
O=C(Nc1ccc2nccnc2c1)Nc1ccccc1Cl	-2.1	-0.5	0.8	-0.9	-0.7	-6.9	10.5	-2.2	7.4	-1.1	-2.2
COc1ccc(Cl)c(OC)c1C(=O)NC(=O)Nc1c(F)cc(F)cc1F	nt	-3.4	3.5	0.9	-1.5	nt	nt	-5.3	nt	-1.7	nt
Cc1ccc(C)c(N2CCN(C(=O)c3cc4ccccn4n3)CC2)c1	5.9	-0.6	nt	-0.8	-2.2	-1.7	-4.5	18.3	27.0	0.8	-29.6
O=C(Cc1ccccc1)NCC(=O)N1CCCCC1	6.5	1.4	1.7	1.6	2.4	-4.8	5.5	327.4	-16.7	-6.9	-1.2
CCOC(=O)c1ccc(Nc2nc(C(=O)OCC)nc3ccccc23)cc1	1.5	0.0	0.6	2.6	1.1	-1.8	-4.8	8.9	12.4	0.0	-0.7
Cn1c(SCC(=O)Nc2ccccc2Br)nnc1-c1cnccn1	3.9	-0.3	1.0	-0.2	1.4	3.3	1.5	-7.3	8.1	-0.4	0.0
CCOC(=O)C1CCN(c2nc(-c3ccc(Br)cc3)nc3ccccc23)CC1	1.5	-0.2	2.3	1.3	1.3	-6.1	-3.9	177.5	-15.4	-5.6	-11.8
Cn1c(SCC(=O)NCCc2ccc(S(N)(=O)=O)cc2)nc2ccccc2c1=O	3.6	0.5	2.4	0.0	-1.6	3.2	0.1	0.2	51.5	7.2	-1.9
CC(C)C(=O)Nc1ccc(C(=O)N2CCCCCC2)cc1	-0.5	-1.7	1.2	3.3	-2.4	-3.2	0.9	-17.9	4.8	5.2	1.3
CCn1c(C(O)c2cc(OC)c(OC)c(OC)c2)nc2ccccc21 (stereo unspecified)	-4.4	2.0	-1.5	1.7	-1.3	0.7	-7.7	-12.6	16.2	5.7	-2.3
Cc1cc(C)n2ncc(C(=O)Nc3cccc(O)c3)c2n1	-1.7	-0.3	0.8	1.4	0.7	-13.4	-5.8	-12.4	4.6	-2.1	-0.5
COC(=O)c1cccc(C(=O)Nc2ccc(C)cc2Br)n1	1.0	2.9	4.1	1.0	-1.1	-13.3	-2.0	-7.4	-1.5	4.2	-11.6
CC(=O)Nc1cccc(/C(C)=N/NC(=O)c2ccc(Cl)cc2Cl)c1	6.8	-0.1	2.9	2.0	3.2	-2.3	-8.5	-8.1	24.6	-5.2	-2.6
CC(C)(C)c1ccc(COC(=O)Nc2ccc(F)cc2)cc1	3.6	-2.6	4.0	-2.5	-0.2	8.3	-4.2	1.6	11.7	-9.2	-11.0
CCOC(=O)CNC(=O)N1CCCC(C(=O)c2ccccc2SC)C1 (stereo unspecified)	0.1	-5.3	5.8	0.7	-1.5	-3.9	5.9	-22.1	-0.2	-0.8	-2.5
CCC(CC)c1nnc(NC(=O)C2CC(=O)N(c3ccc4c(c3)OCCO4)C2)s1 (stereo unspecified)	1.2	-1.3	3.2	0.0	-0.3	-8.9	2.9	-14.0	-19.7	4.3	-0.1
CN(C)c1nc2ccc(OCCN3CCCCC3)cc2s1	-4.1	-0.1	1.6	4.7	1.7	-5.1	7.6	-15.3	9.8	3.3	-2.3
COc1ccc(O)c(C(=O)c2cnc3nc4ccccc4n3c2)c1	4.7	1.2	4.1	3.2	0.8	-5.7	6.6	-13.2	-36.9	-3.2	4.4
Cc1ccc2c([N+](=O)[O-])c(C)ccc2n1	2.5	-0.5	2.9	-0.4	0.2	12.9	-7.1	59.8	-16.9	4.0	0.6
CCOC(=O)C(C)Oc1ccc(OCc2ccccc2)cc1 (stereo unspecified)	0.3	0.7	3.1	0.9	1.9	-1.1	-10.7	-4.0	-0.8	-3.5	-8.4
CCOC(=O)C1CCCN(C(=O)COC(=O)c2ccc(C#N)cc2)C1 (stereo unspecified)	-1.1	3.8	5.2	1.9	-3.4	2.1	-1.4	i	3.8	3.5	1.6
Clc1ccc(-c2cnnc(-c3ccccn3)n2)cc1	-2.6	-1.9	6.2	8.7	4.5	-2.6	4.9	9.0	-8.2	6.6	3.2
Cc1c(NC(=O)CN2CCN(c3ccc([N+](=O)[O-])cc3)CC2)c(=O)n(-c2ccccc2)n1C	-0.2	2.5	5.0	1.4	-0.6	-2.5	-8.3	-15.5	0.5	2.9	0.3
C/C(=N\N=C(N)N)c1ccc(C)c(C)c1	-6.6	1.3	4.7	5.1	3.4	2.4	1.6	3.9	-11.7	-0.7	-6.4
COC(=O)c1ccccc1-n1cccc1C(=O)NP(=O)(N1CCOCC1)N1CCOCC1	-3.1	-1.0	3.8	0.6	-0.6	-4.4	-2.9	8.8	7.7	-8.1	-2.4
COc1ccc(NC(=O)c2oc3ccccc3c2NC(=O)C2CCCO2)cc1OC (stereo unspecified)	4.4	0.4	-0.5	2.4	1.1	-4.3	-8.6	nt	-12.1	-5.7	-1.8
CC(=O)Nc1ccc(Oc2ccc(NC(C)=O)c(NC(C)=O)c2)cc1	2.9	1.7	4.5	-1.4	-0.8	4.9	-1.9	-4.9	-20.3	-4.9	-0.6
CCO[C@H]1OC(C(=O)NCc2ccccc2)=C[C@@H](c2coc3ccccc3c2=O)[C@@H]1CCCO	0.3	0.5	2.6	0.8	-2.6	6.9	3.3	-2.0	-1.8	-5.1	-0.2
Cc1ccccc1NC(=O)CC1C(=O)Nc2ccccc2N1CC(=O)N(C)C1CCS(=O)(=O)C1 (stereo unspecified)	0.7	0.4	1.1	2.6	1.5	-11.4	-5.4	nt	-1.6	2.3	-0.9
CC1CN(c2ccc([N+](=O)[O-])c(NCCOc3ccccc3)c2)CCN1 (stereo unspecified)	-2.4	-0.1	3.1	1.1	0.3	-16.4	0.8	0.2	6.5	-7.4	4.4
CCOC(=O)C1C(=O)NC(c2ccccc2)=NC1c1ccccc1 (stereo unspecified)	1.9	1.3	1.8	2.9	0.5	-9.2	-17.3	77.2	12.8	-1.5	0.4
O=C(NCC1(c2ccccc2)CCCC1)c1ccco1	4.2	3.6	6.4	1.0	-0.6	-5.3	-15.7	-5.0	-10.8	-5.0	-5.1
Cc1ccc(S(=O)(=O)N2CCCCC2)cc1C(=O)OC1CCCCC1=O (stereo unspecified)	-1.0	-2.8	0.2	0.5	0.0	-5.7	6.4	-5.5	-5.8	20.8	-0.8
CN1C(=O)C(/C(N)=N/NC(=O)c2ccccc2)C2CC1(C)Oc1ccccc12 (stereo unspecified)	8.9	0.1	2.5	3.1	0.6	-0.8	3.8	5.6	-25.2	-11.5	-0.6
CN1CCN(CCCNC(=O)Nc2cccc3ccccc23)CC1	-4.0	-0.5	3.3	3.5	0.0	2.7	-2.9	533.7	8.8	-8.1	0.8

Pulled by compound from the list above, 2 records:
Structure	HTR5A ag	CDK5 inh	phage Ecoli inh	AddAB inh	E coli growth	PKA-R1A activ	PKA-R2B activ	Mot1-301 SUMO	HTR5A inv ctr	Tat export inh	DAGLB inh
Cc1ccc(NS(=O)(=O)c2c(C)ccc3nsnc23)c([N+](=O)[O-])c1	6.8	1.0	-0.7	3.3	-2.4	-11.8	6.2	19.1	-19.0	-3.4	4.0
CC(=O)Nc1ccc(Oc2ccc(NC(C)=O)c(NC(C)=O)c2)cc1	2.9	1.7	4.5	-1.4	-0.8	4.9	-1.9	-4.9	-20.3	-4.9	-0.6

Remaining list, next part.
Structure	HTR5A ag	CDK5 inh	phage Ecoli inh	AddAB inh	E coli growth	PKA-R1A activ	PKA-R2B activ	Mot1-301 SUMO	HTR5A inv ctr	Tat export inh	DAGLB inh
Cc1ccc(NC(=O)c2cc(S(=O)(=O)NCCC3=CCCCC3)ccc2F)cc1	3.3	-0.4	4.5	1.7	2.6	-7.0	-1.1	9.7	3.2	10.4	-2.3
COc1ccc([C@@]23Oc4cc(OC)cc(OC)c4[C@]2(O)[C@H](O)[C@H](C(=O)N(C)C)[C@H]3c2ccccc2)cc1	-1.5	1.6	2.6	nt	nt	3.7	-1.6	nt	5.8	2.4	-1.3
COC(C)(C)[C@@H](O)COc1c2ccoc2cc2oc(=O)ccc12	0.1	-1.6	2.2	-0.8	0.5	3.2	-2.0	-14.1	0.6	-6.5	-2.4
CCN1CCN(C(=O)C2CCN(S(=O)(=O)c3cc(Cl)ccc3Cl)CC2)CC1	1.9	0.3	-1.2	0.9	-0.6	-7.5	-1.2	-12.6	0.9	5.9	-0.6
CCc1nnc(NC(=O)CCN2C(=O)/C(=C/c3cc(OC)c(OC)c(OC)c3)SC2=S)s1	1.2	-4.4	-0.8	0.8	-1.1	0.8	-6.4	-3.7	-3.3	-6.1	-1.6
Cc1ccccc1-c1nc(CS(=O)CC(=O)NC(C)CCc2ccccc2)c(C)o1 (stereo unspecified)	5.1	0.8	nt	1.6	-2.5	-2.6	6.8	6.3	-18.9	11.5	-1.6
